# CCT chaperon mod – High-Throughput Screening for Modulators of Cytosolic Chaperonin Activity. purified chaperonin ATPase assay, HTRF ADP detection, 30 min. activity change, % (concentration not given with the values), hits read low. 360,000 tested, 0.3% active. AID 651819, 2012; in the data active = activity change below about -30%; note: % is set by controls: 0 for no effect and ±100 for the full control effect
#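 Enzyme 40 or 20 nM (batch-dependent) in Tris pH 7.4/KCl/MgCl2/DTT; cpd 76 uM single point; ATP 10 uM; 30 min 37 °C; Transcreener ADP HTRF detection, 30 min RT; ratio 665/615.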
# TGFb SMAD3 inh – qHTS for Inhibitors of TGF-b. HepG2 CAGA-GFP TGF-b/SMAD3 reporter, GFP fluorescence, 18 h; TGF-beta stimulated, 500 pg/mL final. Potency, µM (doses to about 46.1 µM), for the others: at the highest dose activity, negative = inhibition, actives largely listed as inhibitors. 410,000 tested, 1.2% active; note: potency is the fitted concentration of half-maximal effect; % is set by controls: 0 for no effect and ±100 for the full control effect; nearly all actives have a fitted effect of over 65% in size
#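 HEPG2 CAGA-GFP, 1000 cells/well; 2 h settle, 37 C; cpd via pin tool; TGF-b 500 pg/mL final; 18 h, 37 C; GFP imaging ex488/em500-530; %Activity normalised to -TGF-b and +DMSO controls; CRC fit, curve class.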
# Mm-Cpn inhibitor – Inhibitors of TCP-1 ring complex (TRiC) of Methanococcus maripaludis (MmCpn): qHTS. 330,000 tested, 0.031% active. Chaperonin Mm-Cpn (Methanococcus maripaludis). purified Mm-Cpn ATPase, ADP Transcreener TR-FRET. Potency, µM (highest dose often 76.9 µM), inactives show at the highest dose activity, negative = inhibition, hits mostly inhibitors; note: potency is the fitted concentration of half-maximal effect; % is set by controls: 0 for no effect and ±100 for the full control effect; nearly all actives have a fitted effect of over 80% in size
#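 TR-FRET (320 nm excitation; 590 and 665 nm emission) reports ADP made from 10 uM ATP by 25 nM enzyme; compounds were preincubated 10 min, reaction run 30 min, both at 37°C.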
# Nrf2 ARE act – qHTS of Nrf2 Activators | Potency, µM (top dose mostly 46.1 µM), for the others: at the top dose activation, hits mostly activators | 410,000 tested, 0.31% active | AREc32 ARE-luciferase reporter (MCF7-derived line), luminescence, 24 h; note: potency is the fitted concentration of half-maximal effect; % of control where 0% means no effect; nearly all actives have a fitted effect of over 65% in size
#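 ARE-driven firefly luciferase activity in AREc32 cells measured after a 24 hr compound exposure at 37 deg C, using Steady-Glo reagent and a 30 min room-temperature hold.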
# Nrf2 inh – Nrf2 qHTS screen for inhibitors | 360,000 tested, 2.1% active | Potency, µM (series often up to 46 µM), inactives show top-dose activity change, negative = inhibition, usual class: inhibitors | A549 ARE-Fluc reporter, luciferase luminescence, 18-24 h; note: potency is the fitted concentration of half-maximal effect; % is set by controls: 0 for no effect and ±100 for the full control effect; nearly all actives have a fitted effect of over 60% in size
#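 Quantitative HTS in A549 cells stably bearing an antioxidant response element-firefly luciferase construct. Inhibition of Nrf2-driven transcription was scored by luminescence after 18-24 h of compound exposure at 37 °C.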
# A549 tox – Nrf2 qHTS screen for inhibitors: counterscreen for cytotoxicity. A549 ARE-Fluc cells, CellTiter-Fluor viability, 18-24 h. Potency, µM (highest dose often 46 µM), for inactives: at the highest dose activity change, negative = cytotoxicity, hits mostly inhibitors. 390,000 tested, 0.16% active. AID 504648, 2011; note: potency is the fitted concentration of half-maximal effect; % is set by controls: 0 for no effect and ±100 for the full control effect
#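 Cytotoxicity counterscreen: CellTiter-Fluor fluorescence was measured in A549 ARE_Fluc cells after 18-24 h of compound exposure in a concentration series. The subsequent BugLite luminescent read reports ARE-luciferase activity.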
# EPAC2 antag – qHTS for Antagonist of cAMP-regulated guanine nucleotide exchange factor 2 (EPAC2): primary screen | EPAC2 GEF exchange of Rap1B-BODIPY-GDP, fluorescence | Potency, µM (top dose mostly 114 µM), inactives show at the top dose activity, negative = inhibition, actives largely listed as inhibitors | 360,000 tested, 0.18% active | Rap guanine nucleotide exchange factor 4 (Homo sapiens), Q8WZA2; note: potency is the fitted concentration of half-maximal effect; % is set by controls: 0 for no effect and ±100 for the full control effect; nearly all actives have a fitted effect of over 45% in size; many of its hits are not listed in these tables
# Target sequence (Q8WZA2 whole entry, looked up): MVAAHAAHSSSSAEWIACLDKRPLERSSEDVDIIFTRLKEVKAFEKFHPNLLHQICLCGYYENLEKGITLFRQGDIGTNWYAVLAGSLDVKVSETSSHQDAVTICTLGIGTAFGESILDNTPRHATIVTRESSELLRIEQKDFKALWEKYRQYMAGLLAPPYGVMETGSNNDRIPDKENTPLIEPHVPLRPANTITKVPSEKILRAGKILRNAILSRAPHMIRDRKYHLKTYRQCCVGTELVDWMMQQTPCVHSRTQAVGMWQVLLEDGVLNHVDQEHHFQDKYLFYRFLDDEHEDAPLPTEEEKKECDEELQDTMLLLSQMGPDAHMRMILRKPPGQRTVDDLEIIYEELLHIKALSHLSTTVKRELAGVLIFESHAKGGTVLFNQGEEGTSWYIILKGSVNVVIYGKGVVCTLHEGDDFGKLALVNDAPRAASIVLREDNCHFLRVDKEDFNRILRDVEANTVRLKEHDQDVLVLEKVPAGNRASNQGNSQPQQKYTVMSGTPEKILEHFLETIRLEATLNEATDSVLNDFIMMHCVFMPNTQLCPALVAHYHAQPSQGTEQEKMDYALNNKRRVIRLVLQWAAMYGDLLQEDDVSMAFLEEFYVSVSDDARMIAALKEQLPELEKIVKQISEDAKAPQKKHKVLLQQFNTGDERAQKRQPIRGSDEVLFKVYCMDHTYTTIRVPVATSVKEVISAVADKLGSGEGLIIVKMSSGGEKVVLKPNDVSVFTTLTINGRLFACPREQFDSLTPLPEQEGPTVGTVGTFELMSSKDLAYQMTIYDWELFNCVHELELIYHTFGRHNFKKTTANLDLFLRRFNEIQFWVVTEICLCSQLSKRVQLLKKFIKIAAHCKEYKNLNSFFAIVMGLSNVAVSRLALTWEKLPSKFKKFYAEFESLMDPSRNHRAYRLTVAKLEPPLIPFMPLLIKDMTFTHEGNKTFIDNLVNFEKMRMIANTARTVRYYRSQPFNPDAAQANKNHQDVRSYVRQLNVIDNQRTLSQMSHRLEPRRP
# EPAC2 agonist – qHTS for Agonist of cAMP-regulated guanine nucleotide exchange factor 4 (EPAC2): primary screen | Rap guanine nucleotide exchange factor 4 (Homo sapiens), Q8WZA2 | EPAC2 activation, biochemical qHTS; response scale: 100% = 6.5 mM cAMP response | Potency, µM (doses to about 154 µM), for inactives: at the highest dose activation, actives largely listed as activators | 360,000 tested, 0.079% active | AID 720711, 2013; note: potency is the fitted concentration of half-maximal effect; nearly all actives have a fitted effect of over 50% in size
#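 qHTS, titration series. 100 nM EPAC2 / 250 nM Rap1B-BODIPY-GDP / 50 uM GDP; RT; ex 480/em 540 nm, 5-min reads to 30 min. Norm. to 6.5 mM cAMP = activation.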
# Akt phos inh – HTS Assay for Inhibitors of Akt Phophorylation: Primary Screen. activity change, % for hits at 50 µM. 360,000 tested, 0.32% active. Neuro2A IGF-stimulated pAkt S473 HTRF, 20 min; stronger effect = lower value; in the data active = activity change below about -80%; inconclusive = mostly about -51% to -80%; note: % is set by controls: 0 for no effect and ±100 for the full control effect
#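 Neuro2A cells (4,500/well, DMEM with 0.5% FBS) were treated with compound at a single 50 µM final concentration, stimulated with 6 nM IGF for 20 min at 37 °C, and lysed. Phospho-Akt Ser473 was read by HTRF as 665/615 ratio ×10^4.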
# An asterisk follows results filed as active; i = inactive; ? = inconclusive; · = no result given; [ ] = remark or other dose. Unless noted, calls come from the whole dose curve; as a rule, active = well fitted curve in the direction sought with a large enough effect; inconclusive = small, poorly fitted or top-dose-only effect, or another doubt; inactive = no such curve, though single readings can be large; an effect the other way counts as inactive or inconclusive. This is a subset; rates above refer to the full screens.
SMILES,CCT chaperon mod,TGFb SMAD3 inh,Mm-Cpn inhibitor,Nrf2 ARE act,Nrf2 inh,A549 tox,EPAC2 antag,EPAC2 agonist,Akt phos inh
COc1cc(NC(=O)Cn2c(=O)n(-c3cccc(C)c3)c(=O)c3c(C)c(C)sc32)cc(OC)c1,-5.4,-2%,1%,0.1%,-13%,-17%,5%,4%,i
Fc1ccccc1NC(=S)NC1CCCC1,-1.1,?,-1%,-1.1%,-6%,-2%,-1%,5%,i
CCCC(c1nnnn1C(C)(C)C)N1CCN(Cc2ccccc2)CC1 (stereo not given),0.0,15%,0%,-0.6%,1%,1%,7%,9%,i
Cc1nnsc1C(=O)Nc1ccc(Cl)cc1Cl,1.6,9%,1%,-0.4%,-11%,0%,0%,9%,i
O=[N+]([O-])c1cccnc1Sc1ccc(Cl)cc1,-0.7,0%,0%,0.2%,-17%,3%,-10%,17%,i
CCOC(=O)C1CCCN(C(=O)c2ccc(S(=O)(=O)Nc3ccccc3OC)cc2)C1 (stereo not given),-11,-25%,-2%,-0.8%,10%,0%,4%,10%,i
CCOc1ncccc1C(=O)OCC(=O)Nc1cccc(C(C)=O)c1,-1.2,-15%,0%,-0.1%,3%,-9%,11%,-10%,i
CCOC(=O)/C=C(\C)N1N=C(c2ccccc2)CC1c1ccccc1 (stereo not given),-13,-16%,-4%,13µM*,?,-5%,-6%,5%,i
COC(=O)[C@@H](NCc1ccc(OC)c(B(O)O)c1)C(C)C,-3.1,16%,·,0.4%,8%,-5%,11%,0%,i
Cc1cc(C(=O)Nc2cc(S(C)(=O)=O)ccc2Cl)c(C)o1,-7.0,20%,-4%,0.3%,23%,2%,-1%,4%,i
O=C(COC(=O)c1nc(Cl)ccc1Cl)NCc1ccc(Cl)cc1,-0.4,1%,1%,-0.4%,14%,-5%,8%,-5%,i
CCn1nnnc1NCc1ccc(OCc2c(F)cccc2Cl)c(OC)c1,1.3,-14%,2%,0.3%,-6%,0%,7%,-4%,i
CC(=O)Nc1ccc(S(=O)(=O)N2CCN(c3nc4ccccc4n3CC(C)C)CC2)cc1,1.4,-27%,-1%,-0.2%,?,-2%,-15%,2%,i
CC(=O)Nc1sc(C)c(C)c1C(=O)OCC(=O)Nc1ccccc1,-2.0,-8%,0%,3.9%,7%,-20%,-6%,4%,i
COc1ccc(-c2ccnc3nc(Sc4ncc(C(F)(F)F)cc4Cl)nn23)cc1,-3.1,?,-4%,0.5%,·,3%,-13%,-10%,·
Cc1ccc(S(=O)(=O)N2CCN(C(=O)C3CCCO3)CC2)cc1C (stereo not given),-0.7,?,0%,-0.4%,-7%,-6%,3%,4%,i
O=C(C1=C[C@@H](c2coc3ccccc3c2=O)C[C@@H](OCc2ccc(CO)cc2)O1)N1CCOCC1,1.2,-18%,·,0.3%,18%,6%,-7%,5%,i
CN(Cc1ccccc1)C(=O)c1nc2ccccn2c1CN1CCc2sccc2C1,0.8,0%,2%,-0.2%,2%,-3%,-25%,-3%,i
O=C(N/N=C/C=C/c1ccccc1[N+](=O)[O-])c1cc(-c2ccccc2)n[nH]1,0.1,-10%,1%,5.1%,-14%,2%,12%,3%,i
CCc1cc(=O)oc2cc(OCC(=O)N3CC[C@@]4(O)CCCC[C@H]4C3)ccc12,-3.9,4%,-3%,2.7%,-18%,0%,11%,6%,i
CCOC(=O)Cc1nnc(NC(=O)CCc2ccccc2)s1,-3.4,-6%,1%,0.8%,?,2%,0%,12%,i
COc1ccc(-c2csc(NC(=S)NC(=O)c3ccco3)n2)cc1,-1.3,-1%,2%,?,1%,-2%,5%,6%,i
CN(Cc1c(F)cccc1Cl)S(=O)(=O)c1cccs1,-3.6,?,-6%,0.3%,-4%,-3%,?,16%,i
CCCOc1ccc(/C=N/NC(=O)C2CC2)c(OCCC)c1,-0.5,8%,-2%,0.2%,-9%,-4%,4%,-7%,i
O=C(N/N=C/c1cccc(Oc2ccccc2)c1)c1cc[n+]([O-])cc1,-1.5,-15%,0%,1.7%,-4%,9%,-8%,6%,i
COc1ccc(/C=N\NC(=O)c2cccc(Br)c2)c(OC)c1,-0.5,-1%,-3%,0.4%,22%,0%,0%,14%,i
COc1ccc(CC(C)N2CCN(Cc3ccccc3)CC2)c(OC)c1 (stereo not given),-0.3,-25%,0%,0.3%,10%,-5%,-4%,10%,i
O=C(Nc1ccccc1)C1CC=CCC1C(=O)OCC1CCCO1 (stereo not given),-2.8,6%,-2%,0.1%,1%,-1%,-5%,-2%,i
COc1cc(/C=N\Nc2ccc([N+](=O)[O-])cc2)ccc1OCC(=O)Nc1ccc(C)c(C)c1,-0.4,111%[activator],0%,3.0%,17%,-16%,4%,-82%[inhibitor][15.6 µM],·
O=C(c1cccc(Oc2ccccc2)c1)N1CCOCC1,1.2,4%,-1%,-0.4%,-9%,10%,-2%,0%,i
COc1ccc(OC)c(NC(=O)COC(=O)CCc2ccc(S(=O)(=O)N3CCOCC3)cc2)c1,-2.6,10%,0%,-0.4%,1%,-1%,-2%,3%,i
CCOC(=O)c1c(NC(=O)COC(=O)c2nc(Cl)ccc2Cl)sc(C(=O)NC)c1C,-7.2,13%,-8%,2.4%,-2%,-1%,5%,-5%,i
Cc1cc(C)nc(NC(=O)COc2cc(Cl)cc(Cl)c2)n1,-2.7,-11%,1%,0.8%,-20%,11%,-4%,-6%,i
COc1ccccc1Oc1nnnn1-c1ccc(C(N)=O)cc1,-5.8,-3%,0%,?,-12%,-3%,9%,-1%,i
O=C(COc1ccccc1F)Nc1ccc2c(c1)OCCO2,-1.8,14%,1%,0.3%,?,1%,-26%,-5%,i
O=C(COC(=O)C1CC1)Nc1ccc(Cl)cc1Cl,2.4,7%,0%,-0.1%,4%,0%,-12%,5%,i
CC(C)CC(=O)Nc1ccc(C(=O)COC(=O)Cc2n[nH]c(=O)c3ccccc23)cc1,-2.5,-3%,-1%,-0.1%,0%,4%,-1%,10%,i
Cc1cc(=O)oc2c(C)c(OCC(=O)NC3CCN(Cc4ccccc4)CC3)ccc12,-4.4,-19%,1%,-0.4%,-9%,-1%,2%,6%,i
O=C(CN1CCN(S(=O)(=O)c2ccc(Cl)cc2)CC1)NC(=O)NC1CCCCC1,-0.9,-22%,1%,0.3%,?,-18%,-1%,-2%,i
Cc1ccc(C(=O)NC2CCN(CC(=O)Nc3c(C)cc(C)cc3C)CC2)cc1,-2.6,-12%,1%,0.3%,-10%,0%,6%,2%,i
O=C(O)c1cc2ncc(CCO)cn2n1,-1.1,8%,1%,0.0%[9.22 µM],4%,-12%,-1%,-2%,i
COC(=O)c1ccc(S(=O)(=O)c2ccc([N+](=O)[O-])cc2)cc1,1.6,-29%,-1%,-0.1%,-26%,0%,-18%,-10%,i
